Screening results deposited in PubChem BioAssay by National Center for Advancing Translational Sciences (NCATS).
USP1 inh – USP1/UAF1 (human) deubiquitinase inhibition | Potency, µM (highest dose often 57.1 µM), for inactives: at the top dose activity change, negative = inhibition, most hits filed as inhibitors | O94782 | recombinant USP1/UAF1, Ub-Rhodamine cleavage fluorescence | 390,000 tested, 0.23% active; note: potency is the fitted concentration of half-maximal effect; % is set by controls: 0 for no effect and ±100 for the full control effect; nearly all actives have a fitted effect of over 60% in size; inactives centre near -12
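In this screen, compounds sit with the deubiquitinase complex (1nM) for 15 min at room temperature before Ub-Rho is added at 150nM final. Fluorescence rise is then followed for 6 reads every 60 seconds.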
TrxR1 substrate – is turned over as a substrate by rat TrxR1. O89049. purified TrxR1 substrate turnover, NADPH consumption readout. Potency, µM (doses to about 114 µM), inactives show top-dose activity change, negative = substrate turnover. 390,000 tested, 0.01% active; note: potency is the fitted concentration of half-maximal effect; % is set by controls: 0 for no effect and ±100 for the full control effect; nearly all actives have a fitted effect of over 50% in size
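Rat TrxR1, dispensed at 90 nM, was prereduced with 400 uM NADPH (final) for 5 min at ~22 deg C, then incubated with compound 15 min before 400 uM selenite. A first-read NADPH fluorescence drop versus no-compound background flagged substrates.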
RXFP1 ag – agonists of human relaxin receptor RXFP1. Q9HBX9. HEK293T-RXFP1 cAMP TR-FRET, 30 min; response scale: percent of porcine relaxin response, buffer zero. Potency, µM (top dose mostly 57.5 µM), without a hit: top-dose activation, hits mostly activators. 370,000 tested, 0.3% active; note: potency is the fitted concentration of half-maximal effect; % is set by controls: 0 for no effect and ±100 for the full control effect; nearly all actives have a fitted effect of over 60% in size; many of its hits are not listed in these tables
Target sequence (Q9HBX9 whole entry, looked up): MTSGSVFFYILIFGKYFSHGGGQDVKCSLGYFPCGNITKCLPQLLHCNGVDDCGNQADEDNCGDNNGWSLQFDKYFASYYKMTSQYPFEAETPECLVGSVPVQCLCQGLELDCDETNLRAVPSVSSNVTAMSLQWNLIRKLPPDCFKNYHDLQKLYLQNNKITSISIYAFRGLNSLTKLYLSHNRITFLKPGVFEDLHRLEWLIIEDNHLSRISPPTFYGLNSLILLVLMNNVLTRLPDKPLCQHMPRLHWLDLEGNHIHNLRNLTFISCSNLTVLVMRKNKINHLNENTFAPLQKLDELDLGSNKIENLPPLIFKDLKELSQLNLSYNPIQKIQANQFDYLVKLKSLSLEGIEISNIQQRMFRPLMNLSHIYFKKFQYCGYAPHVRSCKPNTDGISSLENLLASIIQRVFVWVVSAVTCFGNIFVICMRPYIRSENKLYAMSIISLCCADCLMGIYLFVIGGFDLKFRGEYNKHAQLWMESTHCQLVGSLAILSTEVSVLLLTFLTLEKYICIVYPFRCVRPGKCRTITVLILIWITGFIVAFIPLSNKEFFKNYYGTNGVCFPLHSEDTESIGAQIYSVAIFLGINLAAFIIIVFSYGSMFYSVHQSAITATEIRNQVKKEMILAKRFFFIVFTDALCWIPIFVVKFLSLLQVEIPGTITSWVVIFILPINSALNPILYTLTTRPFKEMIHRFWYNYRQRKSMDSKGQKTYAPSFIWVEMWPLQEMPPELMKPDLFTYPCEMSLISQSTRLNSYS
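cAMP rise read by TR-FRET after 30 min, 37C compound exposure (up to 58 uM) in RXFP1-transfected HEK293 cells with Ro 20174 present. EC50 from Hill-equation fits, with 29 nM porcine relaxin as 100% and buffer as basal.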
LDHA inh – inhibitors of human lactate dehydrogenase A | P00338 | purified LDHA, NADH/diaphorase-resazurin fluorescence; active compounds read low | activity change, % (values are at about 110 or 230 µM) | 480,000 tested, 0.15% active; in the data active = activity change below about -30%; inconclusive = mostly about -25% to -30%;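 note: plate controls were DMSO wells for no effect and wells without enzyme for full effect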
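LDH5 2 nM; NADH 0.06 mM, pyruvate 0.2 mM; 200 mM Tris pH 7.4, EDTA, Tween-20; 5 min RT. Detection: diaphorase 0.133 mg/mL + resazurin 37 µM, fluorescence ex540/em590 at 0 and 20 min; normalized to enzyme-free and DMSO wells.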
PI4K2A inh – PI4K2A (human) kinase inhibition | AID 1346378 | activity change, negative = inhibition, % at 76.9 µM | 420,000 tested, 0.13% active | Q9BTU6 | purified PI4K2A, ADP-Glo luminescence, 1 h; active compounds read low; in the data active = activity change below about -50%; inconclusive = mostly about -30% to -49%;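 note: -100% = wells without enzyme as full effect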
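PI4K2A activity was measured by ADP-Glo luminescence: enzyme (4 ug/mL stock) and phosphatidylinositol (1.2 mM stock) in Tris pH 7.5/MgCl2/EGTA/Triton X-100 buffer were reacted with ATP (300 microM stock) for one hour at ambient temperature.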
Vif-A3F inh – inhibitors of Vif-A3F interaction; Potency, µM (series often up to 46.1 µM), for the others: at the highest dose activity, negative = active; AID 602313; HeLa A3F-eYFP + Vif (tagged APOBEC3F with the HIV-1 protein that degrades it), YFP fluorescence increase; 390,000 tested, 0.2% active; note: potency is the fitted concentration of half-maximal effect; % of control where 0% means no effect; nearly all actives have a fitted effect of over 65% in size
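HeLa cells stably expressing A3F-eYFP plus Vif, plated and incubated overnight at 37 deg C, then exposed to compounds overnight at 37 deg C. Blocked degradation read as raised yellow fluorescence (Ex 488/Em 500-530).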
Vif-A3G inh – inhibitors of Vif-APOBEC3G interaction | Q9HC16 | HeLa A3G-eYFP + Vif (tagged APOBEC3G with the HIV-1 protein that degrades it), YFP fluorescence, overnight | Potency, µM (top dose mostly 46.1 µM), for the others: at the highest dose activity, negative = active, most hits filed as inhibitors | 410,000 tested, 0.076% active | AID 602310;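 note: potency is the fitted concentration of half-maximal effect; % is set by controls: 0 for no effect and ±100 for the full control effect; nearly all actives have a fitted effect of over 60% in size; hits raise eYFP signal because A3G escapes Vif-driven loss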
Target sequence (Q9HC16 whole entry, looked up): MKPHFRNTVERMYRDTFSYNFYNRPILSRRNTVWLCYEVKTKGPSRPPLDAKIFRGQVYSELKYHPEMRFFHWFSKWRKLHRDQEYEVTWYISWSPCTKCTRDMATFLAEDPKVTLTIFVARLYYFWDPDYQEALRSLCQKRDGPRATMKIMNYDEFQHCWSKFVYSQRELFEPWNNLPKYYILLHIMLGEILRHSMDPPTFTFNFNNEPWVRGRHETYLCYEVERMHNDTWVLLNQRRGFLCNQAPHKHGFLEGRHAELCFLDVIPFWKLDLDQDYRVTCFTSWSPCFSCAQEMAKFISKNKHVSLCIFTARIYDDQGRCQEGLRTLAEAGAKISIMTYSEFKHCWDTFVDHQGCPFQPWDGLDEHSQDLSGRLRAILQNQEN
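Read-out is eYFP fluorescence (Ex 488/Em 500-530) from Vif-expressing HeLa A3G-eYFP cells; more signal means A3G escaped Vif-mediated degradation. Cells plated overnight, compound pinned in, incubated overnight at 37 deg C.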
IDH1 R132H inh – inhibitors of human mutant IDH1 R132H | Potency, µM (series often up to 76.6 µM), without a hit: at the top dose activity change, negative = inhibition, most hits filed as inhibitors | O75874 | 390,000 tested, 0.093% active | AID 602179 | IDH1-R132H enzyme, NADPH consumption, diaphorase/resazurin fluorescence; note: potency is the fitted concentration of half-maximal effect; % is set by controls: 0 for no effect and ±100 for the full control effect; nearly all actives have a fitted effect of over 65% in size
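IDH1-R132H (0.5 ug/mL dispensed) in pH 7.5 Tris buffer was preincubated 30 min with compound, then given a substrate mix of 0.016 mM NADPH and 2 mM alpha-KG for 80 min at room temperature; remaining NADPH was read by diaphorase/resazurin fluorescence.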
Glioma ERSR ind – inducers of ER stress response in human glioma cells; U87-MG GRP78 promoter luciferase reporter, 16 h; Potency, µM, inactives show at the highest dose activation, usual class: activators; 420,000 tested, 0.02% active; AID 602332; note: potency is the fitted concentration of half-maximal effect; series mostly up to about 76 µM; % of control where 0% means no effect; nearly all actives have a fitted effect of over 35% in size
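Stably transfected U87-MG human glioma cells carrying a GRP78-based luminescent sensor were seeded at 1000 cells/well, pin-dosed with compounds and incubated 16 h. Luciferase reagent was then added, and end-point luminescence was read after 10 min at room temperature.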
An asterisk follows results filed as active; ? = inconclusive; / = no result given; & = joins results of further samples; [ ] = remark or other dose. Unless noted, calls come from the whole dose curve; as a rule, active = well fitted curve in the direction sought with a large enough effect; inconclusive = small, poorly fitted or top-dose-only effect, or another doubt; inactive = no such curve, though single readings can be large; an effect the other way counts as inactive or inconclusive. Some of the compounds tested; rates above refer to the full screens.

SMILES	USP1 inh	TrxR1 substrate	RXFP1 ag	LDHA inh	PI4K2A inh	Vif-A3F inh	Vif-A3G inh	IDH1 R132H inh	Glioma ERSR ind
C#CCOCCOCCOCCNc1nc(N2CCN(C(=O)Cn3cc(CCCCN)nn3)CC2)nc(N2CCN(C(=O)[C@H](CCCCN)n3cc(CCC(=O)O)nn3)CC2)n1	-20%	-1%	0.1%	0	2	-3%	1%	-10%	-3%
CCC(CC)C(=O)OCc1cc(=O)n2nc(C3CCCCC3)sc2n1	?	3%[57.1 µM]	-1.7%	-3	-3	-7%	-1%	4%	6%
COCCCNC(=O)CC(C)c1ccccc1 (configuration not stated)	-14%	-2%	1.8%	-3	7	2%	1%	0%	-4%
COC(=O)Cn1cc(/C=N/NC(=O)COc2cccc3cccnc23)c2ccccc21	-10%	-6%	-0.6%	-5	3	2%	-3%	2%	-3%
CCOC(=O)CCNCC1COc2ccccc2O1 (configuration not stated)	0%	9%[57.1 µM]	-0.2%	-5	4	7%	0%	3%	-4%
CC(C)CCN1C(Nc2ccccc2)=NC[C@@H]1C	-19%	2%	4.0%	1	-2	-2%	1%	-2%	-2%
O=C(NCc1ccco1)C(=O)c1cn(CC(=O)N2CCCC2)c2ccccc12	-15%	0%[57.1 µM]	2.1%	5	1	-13%	-1%	3%	-2%
CCOc1ccc2nc(N3CCCC(C(=O)Nc4cccc(Cl)c4C)C3)sc2c1 (configuration not stated)	-3%	4%	2.4%	1	0	0%	-1%	1%	-6%
Cc1cc(C(=O)CSc2nnc(-c3ccc(Cl)cc3)n2CC2CCCO2)c(C)n1C (configuration not stated)	-8%	-2%	0.7%	-8	6	-4%	-3%	15%	1%
O=C(CN1C(=O)C2C3C=CC(C3)C2C1=O)Nc1nncs1 (configuration not stated)	-14%	-5%	-1.6%	-2	-1	5%	3%	-4%	-6%
O=C(NCc1ccccc1)c1cc(-c2cccc(Cl)c2)on1	-5%	-3%	1.4%	-12	-2	0%	0%	1%	-1%
O=C(NC1=NCCS1)c1ccccc1F	-14%	-1%[57.1 µM]	/	-6	2	3%	3%	-6%	2%
CCOc1ncccc1C(=O)Nc1cccc(S(=O)(=O)N2CCOCC2)c1	-21%	1%	/	-5	0	2%	0%	-14%	-3%
CCOC(=O)c1cn(-c2ccc([N+](=O)[O-])cc2)c2cc(Cl)c([N+](=O)[O-])cc2c1=O	-4%	-5%	2.9%	-2	-2	-4%	2%	-1%	-5%
Cc1cccc(-c2nc(SCC(=O)Nc3cc(C)on3)c3c(=O)n(C)c(=O)n(C)c3n2)c1	-21%	-4%[57.1 µM]	0.6%	0	6	/	/	/	/
COc1ccc(CN(CC(=O)NC2CCCC2)C(=O)CN2C(=O)COc3ccccc32)cc1	1%	7%[0.0914 µM]	0.3%	-12	3	12%	-3%	-4%	-5%
COc1ccc(CCNC(=O)CCCCC(=O)NCCc2ccc(OC)cc2)cc1	-18%	11%	0.8%	0	-1	2%	6%	8%	-4%
Cc1noc(COc2ccccc2OCC(N)=O)n1	?	2%[57.1 µM]	/	-15	6	-9%	1%	-2%	-10%
O=C(NCCc1ccccc1)C1CCC(=O)N1C1CCCC1 (configuration not stated)	-18%	8%[57.1 µM]	-2.5%	-1	5	-4%	1%	4%	-4%
C[C@@H](O)C1NC(=O)[C@H](CCCCN)NC(=O)c2cc([N+](=O)[O-])cc(I)c2OCC[C@@H](C(N)=O)NC1=O (some centres not stated)	17%	-10%	-0.1%	2	-7	4%	4%	-12%	-5%
O=S(=O)(NN=C1CCCCCC1)c1ccccc1	-5%	4%	0.9%	-1	3	-2%	-17%	-15%	-3%
Cc1ccc(OCCCC(=O)Nc2nc3ccccc3[nH]2)cc1	-13%	5%[57.1 µM]	1.9%	-10	-2	7%	-4%	2%	7%
COc1ccc(Cl)cc1C(=O)N1CCN(Cc2ccc3c(c2)OCO3)CC1	-18%	5%	-0.7%	-3	0	-15%	14%	1%	-3%
CCOc1ccccc1CNc1nc2nc(C)c(CC(=O)OC)c(=O)n2[nH]1	?	0%	-2.8%	-11	-2	-2%	1%	13%	-4%
CCOC(=O)C1=C(COC(=O)CCOc2ccccc2)NC(=O)NC1C (configuration not stated)	-22%	-3%	-1.3%	0	1	0%	1%	9%	-3%

A stretch taken from the entries so far:
SMILES	USP1 inh	TrxR1 substrate	RXFP1 ag	LDHA inh	PI4K2A inh	Vif-A3F inh	Vif-A3G inh	IDH1 R132H inh	Glioma ERSR ind
C#CCOCCOCCOCCNc1nc(N2CCN(C(=O)Cn3cc(CCCCN)nn3)CC2)nc(N2CCN(C(=O)[C@H](CCCCN)n3cc(CCC(=O)O)nn3)CC2)n1	-20%	-1%	0.1%	0	2	-3%	1%	-10%	-3%
CCC(CC)C(=O)OCc1cc(=O)n2nc(C3CCCCC3)sc2n1	?	3%[57.1 µM]	-1.7%	-3	-3	-7%	-1%	4%	6%

Next structures follow:
SMILES	USP1 inh	TrxR1 substrate	RXFP1 ag	LDHA inh	PI4K2A inh	Vif-A3F inh	Vif-A3G inh	IDH1 R132H inh	Glioma ERSR ind
COc1ccc(C2C(C(C)=O)=C(O)C(=O)N2c2ccc(C)cc2)cc1 (configuration not stated)	-20%	-2%	?	0&5	2	10%	4%	1%	2%
COc1cccc(NC(=O)CCS(=O)(=O)c2ccc3c(c2)oc(=O)n3C)c1	2%&-24%	0%&5%	1.9%&-0.3%	-11&-3	-7&-3	-19%&1%	7%&1%	-11%&4%	-6%&0%
OCC(CO)(CO)NCc1ccc(-c2ccccc2)cc1	0%	4%	2.5%	-1&5	-8	5%	2%	4%	-4%
O=C(C(=O)N1CC=C(c2ccccc2)CC1)c1c[nH]c2ccccc12	-13%	-9%	2.5%	1	-2	-13%	-4%	2%	-2%
COc1ccc2c(CC(=O)NNC(=O)c3ccc(C)cc3)coc2c1	-10%	7%	/	-3	7	-2%	-1%	3%	-2%
CC(C)c1ccc(NC(=S)Nc2ccc(OC(F)(F)F)cc2)cc1	-21%	1%	3.5%	2	2	18%	-4%	0%	0%
CCN(C(=O)c1cc2c(s1)-c1ccccc1OC2)c1cccc(C(F)(F)F)c1	-12%	2%	3.4%	-2	0	-3%	4%	9%	-1%
N#Cc1nc(Nc2cc(F)cc(F)c2)c2ncn(CC(F)F)c2n1	/	6%	-1.4%	1&1	-1	-4%	-13%	/	-3%
C[C@@H]1CN([C@H](C)CO)C(=O)CCCn2cc(nn2)CO[C@H]1CN(C)S(=O)(=O)c1ccccc1C#N	2%	/	/	-9	-4	-5%	0%	8%	-5%
C=CCNc1nc(N)c(C(=O)Nc2cc(C)on2)s1	-5%	-7%	-1.6%	-10	-3	-6%	0%	0%	5%
CN(C)/C=N/c1c(C#N)cnn1C	-18%	-5%	1.8%	0	3	-3%	6%	3%	-1%
O=C(COc1ccc(OCc2ccccc2)cc1)NC1CCOC1=O (configuration not stated)	-11%	8%[57.1 µM]	2.4%	-7	8	-4%	-5%	3%	4%
COC(=O)c1cccc(Nc2c(-c3ccc(SC)cc3)nc3nc[nH]n23)c1	-19%	-8%[57.1 µM]	0.6%	4	-2	-18%	-14%	11%	-6%
CC1CC(=O)c2cc(-c3ccccc3)oc2C1 (configuration not stated)	-19%	/	/	3	-5	-1%	0%	11%	1%
Nn1c(SCC(=O)Nc2ccc3c(c2)OCO3)nnc1-c1ccc(Cl)cc1	-20%	5%	-3.8%	-8	4	-5%	6%	6%	-3%
CSCCC(NC(N)=O)C(=O)Nc1ccc(C)cc1 (configuration not stated)	-9%	2%[57.1 µM]	0.1%	-4	-11	-9%	-5%	12%	-1%
COc1ccc2oc(C(=O)NC3(C)CCS(=O)(=O)C3)c(C)c2c1 (configuration not stated)	-1%	84%[activator]	1.7%	-2	1	8%	-1%	3%	-1%
CCc1cc2c3c(c1)/C(=C1/SC(N)=NC1=O)C(=O)N3C(C)(C)C=C2C	-6%	-10%	4.7%	0	0	-14%	1%	-4%	-4%
COc1cc(C2NC(=O)CCC2[N+](=O)[O-])c(OC)cc1Br (configuration not stated)	-3%	3%	2.2%	-4	10	3%	2%	-4%	-2%
Cc1ccc(CNC(=O)CCCCCn2c(=O)c3sccc3n(CC(=O)N(C)c3ccccc3)c2=O)cc1	?	3%	2.5%	-12	8	/	/	/	/
O=C(Nc1ccccc1C(=O)NCC1CCCO1)c1ccc(Cl)cc1 (configuration not stated)	-19%	-13%	-0.3%	1	0	2%	-5%	5%	0%
COC(=O)c1ccccc1NC(=S)NC(=O)c1ccccc1	-5%	0%	1.7%	-3	20	-8%	-8%	2%	2%
CC(=O)c1c(C)nc(-c2ccc(OCC(=O)Nc3ccc(F)cc3)cc2)n1O	-12%	-2%	-0.2%	-1	2	2%	4%	2%	2%
CCn1c(C(C)NS(=O)(=O)c2ccc(Cl)cc2)n[nH]c1=S (configuration not stated)	-5%	3%	-1.3%	1	-2	2%	2%	-2%	2%
O=C(O/N=C(/c1ccccc1)c1ccncc1)c1ccc(F)cc1	-16%	11%[57.1 µM]	0.0%	-8	-1	?	-1%	4%	-1%
O=C(NNC(=O)c1cc(Cl)nc2ccccc12)c1ccccc1F	-5%	-6%[57.1 µM]	0.6%	-7	2	-9%	1%	7%	2%
Cc1cc(=O)[nH]c2nnc(SCC(=O)N3CC(C)OC(C)C3)n12 (configuration not stated)	-18%	1%[57.1 µM]	-0.4%	0	-1	-13%	0%	0%	-5%
